Pin1 inh = human Pin1 inhibition | Q13526 | Pin1 FP peptide displacement, HiFluor488, 10 min | Potency, µM (highest dose often 115 µM), without a hit: at the top dose activity, negative = inhibition, actives largely listed as inhibitors | actives 0.009% (n = 390,000) | AID 504891; active = well fitted inhibition curve with a large enough effect in the polarisation, with a control signal flat, not every such curve was filed as active; inconclusive = small, poorly fitted or top-dose-only effect, or effect the other way, or a change in a side signal; inactive = no such curve, though single readings can be large or run the other way; the % refers to the polarisation; note: potency is the fitted concentration of half-maximal effect; % is set by controls: 0 for no effect and ±100 for the full control effect
Target sequence (Q13526 whole entry, looked up): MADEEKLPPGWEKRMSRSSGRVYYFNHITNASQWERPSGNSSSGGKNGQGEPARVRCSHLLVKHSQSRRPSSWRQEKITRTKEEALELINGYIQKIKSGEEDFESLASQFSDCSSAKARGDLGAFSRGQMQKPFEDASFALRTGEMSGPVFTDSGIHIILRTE
TrxR1 inh = rat TrxR1 inhibition. recombinant rTrxR1, NADPH fluorescence consumption, selenite substrate. Potency, µM (highest dose often 114 µM), for the others: top-dose activity change, negative = inhibition, usual class: inhibitors. actives 1% (n = 390,000). AID 588453; note: potency is the fitted concentration of half-maximal effect; % is set by controls: 0 for no effect and ±100 for the full control effect; nearly all actives have a fitted effect of over 65% in size
Target sequence (O89049 whole entry, looked up): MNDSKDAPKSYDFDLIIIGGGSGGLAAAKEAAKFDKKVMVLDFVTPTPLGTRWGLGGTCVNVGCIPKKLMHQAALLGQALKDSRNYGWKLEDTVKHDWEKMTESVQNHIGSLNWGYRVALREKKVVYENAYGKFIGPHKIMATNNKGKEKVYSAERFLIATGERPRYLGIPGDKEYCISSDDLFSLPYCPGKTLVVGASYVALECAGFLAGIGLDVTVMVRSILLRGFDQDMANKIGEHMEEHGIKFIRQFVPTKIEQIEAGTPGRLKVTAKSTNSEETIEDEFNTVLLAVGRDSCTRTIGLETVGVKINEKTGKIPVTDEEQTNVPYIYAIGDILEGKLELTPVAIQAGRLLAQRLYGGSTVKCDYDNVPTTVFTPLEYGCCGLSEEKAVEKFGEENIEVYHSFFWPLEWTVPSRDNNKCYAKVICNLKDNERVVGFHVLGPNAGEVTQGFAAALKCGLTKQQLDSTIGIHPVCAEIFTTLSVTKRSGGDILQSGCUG
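Rat TrxR1 (90 nM in the dispensed reagent) was pre-reduced with 400 uM NADPH for 5 min at room temperature, then incubated with compound for 15 min. After 400 uM selenite was added, NADPH fluorescence (Ex 340/Em 450 nm) was followed for 8 min.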
HP1b binding inh = blocks HP1-beta chromodomain binding to methylated histone tails; P83916; AlphaScreen HP1-beta / biotin-H3K9me3 peptide binding; Potency, µM (top dose mostly 114 µM), for the others: at the top dose activity change, negative = inhibition, hits mostly inhibitors; actives 0.56% (n = 390,000); note: potency is the fitted concentration of half-maximal effect; nearly all actives have a fitted effect of over 70% in size; inactives centre near 23
Target sequence (P83916 whole entry, looked up): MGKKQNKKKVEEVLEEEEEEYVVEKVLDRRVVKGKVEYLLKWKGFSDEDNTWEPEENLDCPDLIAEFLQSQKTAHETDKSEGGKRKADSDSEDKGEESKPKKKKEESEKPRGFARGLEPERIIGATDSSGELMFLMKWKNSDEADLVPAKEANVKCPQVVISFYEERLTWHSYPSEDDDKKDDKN
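AlphaScreen: HP1-beta (50 nM) preformed 30 min with biotin-H3(1-18)K9me3 peptide (50 nM) in PBS pH 7.4, 0.01% Tween-20. Compound added for 30 min at RT, then streptavidin donor/nickel chelate acceptor beads (10 ug/mL) for 30 min.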
GLS inhibitor = inhibitors of human glutaminase (GLS); O94925; GLS enzymatic activity, qHTS titration; Potency, µM (series often up to 45.5 µM), without a hit: at the highest dose activity change, negative = inhibition, most hits filed as inhibitors; actives 0.21% (n = 410,000); AID 624170; note: potency is the fitted concentration of half-maximal effect; % is set by controls: 0 for no effect and ±100 for the full control effect
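hKGA; 45 mM KH2PO4 pH 8.2 + 0.02% Tween-20; cpd via pin tool; 1 mM Gln soln; GluOx/HRP/Amplex Red; RT 30 min; fluor. t0 & final.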
mIDH1 inhibitor = blocks human mutant IDH1 R132H enzyme; IDH1-R132H enzyme, NADPH consumption, diaphorase/resazurin fluorescence; actives 0.093% (n = 390,000); AID 602179; Potency, µM (titrated, usually from 76.6 µM), for the others: at the highest dose activity change, negative = inhibition, most hits filed as inhibitors; O75874; note: potency is the fitted concentration of half-maximal effect; % is set by controls: 0 for no effect and ±100 for the full control effect; nearly all actives have a fitted effect of over 65% in size
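IDH1-R132H (0.5 ug/mL dispensed) in pH 7.5 Tris buffer was preincubated 30 min with compound, then given a substrate mix of 0.016 mM NADPH and 2 mM alpha-KG for 80 min at room temperature; remaining NADPH was read by diaphorase/resazurin fluorescence.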
PI4K2A inh = PI4K2A (human) kinase inhibition | Q9BTU6 | purified PI4K2A, ADP-Glo luminescence, 1 h; hits give low values | activity change, negative = inhibition, % at 76.9 µM | actives 0.13% (n = 420,000); in the data active = activity change below about -50%; inconclusive = mostly about -30% to -49%;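 note: -100% = wells without enzyme as full effect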
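In this quantitative HTS, ADP production by PI4K2A was quantified luminescently after 1 h at ambient temperature; 100 microM adenosine served as plate-quality control.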
PGK inhibitor = blocks T. brucei phosphoglycerate kinase. P07378. PGK/GAPDH coupled, Kinase-Glo luminescence, 60 min. Potency, µM (doses to about 57.5 µM), for inactives: top-dose activity change, negative = inhibition, actives largely listed as inhibitors. actives 0.043% (n = 380,000); note: potency is the fitted concentration of half-maximal effect; % is set by controls: 0 for no effect and ±100 for the full control effect; nearly all actives have a fitted effect of over 60% in size
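Luminescent ATP detection (Kinase-Glo Plus) follows a 60-minute room-temperature incubation, with wells lacking PGK as controls. Buffer: 100 mM TEA (pH 7.6), 5 mM MgCl2, 0.01% Tween-20. Coupling enzyme GAPDH (100 nM final) supplies unstable 1,3-BPG in-well.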
USP1 inh = blocks the human USP1/UAF1 deubiquitinase complex | O94782 | recombinant USP1/UAF1, Ub-Rhodamine cleavage fluorescence | Potency, µM (highest dose often 57.1 µM), for inactives: at the highest dose activity change, negative = inhibition, usual class: inhibitors | actives 0.23% (n = 390,000) | AID 743255; note: potency is the fitted concentration of half-maximal effect; % is set by controls: 0 for no effect and ±100 for the full control effect; nearly all actives have a fitted effect of over 60% in size; inactives centre near -12
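USP1/UAF1 complex (1 nM) preincubated 15 min at room temperature with compound, then Ub-Rho substrate (150 nM final) added. Kinetic fluorescence at 480/540 nm over 6 reads at 60 s intervals; 50 mM HEPES pH 7.8, 0.5 mM EDTA, 0.1 mg/ml BSA, 1 mM TCEP, 0.01% Tween-20.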
TrxR1 substrate = is turned over as a substrate by rat TrxR1; actives 0.01% (n = 390,000); O89049; Potency, µM (doses to about 114 µM), for the others: at the top dose activity change, negative = substrate turnover; purified TrxR1 substrate turnover, NADPH consumption readout; note: potency is the fitted concentration of half-maximal effect; % is set by controls: 0 for no effect and ±100 for the full control effect; nearly all actives have a fitted effect of over 50% in size
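Rat TrxR1, dispensed at 90 nM, was prereduced with 400 uM NADPH (final) for 5 min at ~22 deg C, then incubated with compound 15 min before 400 uM selenite. A first-read NADPH fluorescence drop versus no-compound background flagged substrates.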
* hit, by the source's call; i = inactive; u = inconclusive; x = no result given; & = joins results of further samples; [ ] = dose if it differs, or a comment. Unless noted, calls come from the whole dose curve; as a rule, active = well fitted curve in the direction sought with a large enough effect; inconclusive = small, poorly fitted or top-dose-only effect, or another doubt; inactive = no such curve, though single readings can be large; an effect the other way counts as inactive or inconclusive. Only part of the results is shown; rates above refer to the full screens.

SMILES | Pin1 inh | TrxR1 inh | HP1b binding inh | GLS inhibitor | mIDH1 inhibitor | PI4K2A inh | PGK inhibitor | USP1 inh | TrxR1 substrate
CCc1ccccc1NC(=O)COc1ccc(N2CC(C(N)=O)CC2=O)cc1 (configuration not stated) | -9% | -3% | -21% | u | -10% | 2 | 1% | -8% | -2%
Nn1cc(-c2ccccc2)nc1SCC(=O)Nc1cccc(S(N)(=O)=O)c1 | -4% | 18% | 7% | -4% | 5% | 2 | 1% | -19% | 6%
Cc1ccc(C(=O)CSc2nnc(COc3ccc(C#N)cc3)n2-c2ccccc2)cc1 | 1% | 9% | 54% | -12% | -2% | 13 | -6% | -17% | 74%[activator]
Cc1cc(C(=O)N2CCN(c3ncccn3)CC2)sc1-c1ccccc1 | 5% | 10% | 20% | -5% | 4% | -2 | 6% | -21% | 5%
COC(=O)C1=C(c2ccccc2)c2ccccc2S(=O)(=O)N1CC(=O)Nc1ccccc1Cl | 4% | 11% | 14% | -1% | -1% | 0 | -3% | -12% | -4%
CSc1ccccc1NC(=O)COC(=O)c1ccc(O)cc1 | -9% | 24% | 24% | 5% | 5% | -3 | -4% | -16% | 0%
CCOC(=O)C1(Cc2ccccc2)CCCN(Cc2cnn(CC)c2)C1 (configuration not stated) | 8% | 13% | 22% | -2% | 7% | 1 | 0% | -4% | 6%
O=C1COc2ccc(S(=O)(=O)NCc3ccccc3)cc2N1 | 6% | 2% | 5% | 2% | -15% | -12 | 0% | -2% | -3%
Cc1cc(C)c2[nH]c(O)c(N=NC(=S)NCC3CCCO3)c2c1 (configuration not stated) | 0% | -5% | 27% | 2% | 1% | 0 | -4% | -6% | -2%
CCCCS(=O)(=O)N1CCCC(C(=O)N2CCOCC2)C1 (configuration not stated) | -9% | 21% | 37% | 1% | -9% | -11 | -6% | -22% | -1%
Fc1ccc(N/N=C2/CCSc3sccc32)c(F)c1 | -5% | u | -35% | -18% | 2% | 0 | -2% | u | 1%[57.1 µM]
Nc1nc(NC(=O)c2ccccc2)nn1-c1ccccc1 | -3% | 18% | 61%[activator] | 1% | -10% | -2 | x | -25% | -2%
COc1cccc(NC(=O)Nc2nnc(Cc3ccc(F)cc3)s2)c1 | 3% | 4%[57.1 µM] | 5% | 8% | 0% | 2 | 14% | -5% | 10%[57.1 µM]
FC(F)(F)c1cc(C(F)(F)F)n2nc(-c3sccc3-n3cccc3)cc2n1 | 2% | 14%[57.1 µM] | -6% | -10% | 0% | -2 | -6% | -12% | -1%[57.1 µM]
COc1ccc(NC(=O)CN2C(=O)CCn3nc(-c4cccn4C)cc32)cc1Cl | 4% | 18%[57.1 µM] | -3%[57 µM] | 2% | -8% | -2 | 0% | -16% | 4%[57.1 µM]

Looked up above:
For Pin1 inh, COC(=O)C1=C(c2ccccc2)c2ccccc2S(=O)(=O)N1CC(=O)Nc1ccccc1Cl has the entry 4%
For GLS inhibitor, Fc1ccc(N/N=C2/CCSc3sccc32)c(F)c1 has the entry -18%
For PI4K2A inh, COc1cccc(NC(=O)Nc2nnc(Cc3ccc(F)cc3)s2)c1 has the entry 2

Later entries.
SMILES | Pin1 inh | TrxR1 inh | HP1b binding inh | GLS inhibitor | mIDH1 inhibitor | PI4K2A inh | PGK inhibitor | USP1 inh | TrxR1 substrate
CCC(C)C(=O)OCC1(c2ccc(C)cc2OC(=O)C(C)C)CO1 (configuration not stated) | 0% | 6% | 11% | 1% | -2% | -3 | -15% | 4% | 1%
COc1ccc2c(c1)-c1nc(NC(=O)c3ccc(C)cc3)sc1CC2 | 10% | 47%[activator] | 34% | 3% | 37%[activator] | -3 | -5% | u | 33%[activator]
COC(=O)c1cccc(-n2c(CCC(=O)O)ccc2-c2cccs2)c1 | 0%&0% | u | 16%&3% | 43%&19%[activator] | -3%&-17% | 2&1 | -3%&0% | -15%&-8% | 2%
COc1cc(CNc2ncc(-c3ccc(Br)cc3)n2C)cc(OC)c1OC | 1% | u | u | -2% | 0% | -12 | -10% | -7% | 4%
Cc1c(O)ccc(-c2[nH]ncc2-c2nc3ccccc3s2)c1O | -1% | 6% | 35% | -2% | -1% | 1 | -1% | -20% | -4%
Cc1cccc(C)c1NC(=O)CN(C)C(=O)c1ccc(NS(=O)(=O)c2ccc3[nH]c(=O)[nH]c3c2)cc1 | 0% | 14%[57.1 µM] | 23% | -16% | 0% | -1 | i | -6% | 4%[57.1 µM]
Cc1ccc(NC(=O)c2ccc(F)cc2)cc1S(=O)(=O)N1CCCCCC1 | 9% | 7%[57.1 µM] | 51% | -2% | -7% | 5 | -2% | -23% | 0%[57.1 µM]
O=C(O)CCn1cc(/C=C\C(=O)c2ccc(Cl)cc2)c(-c2cccc(Br)c2)n1 | u | u | -6% | u | 4% | 2 | -14% | -21% | -11%
CSc1cccc(NC(C)C(=O)NCc2ccccc2)c1 (configuration not stated) | 2% | 33%[activator][57.1 µM] | 21% | -2% | 11% | 8 | -4% | -6% | 5%[57.1 µM]
CC(C)(C)C(=O)Nc1ccc(C(=O)Nc2cc(NC(=O)c3ccc(NC(=O)C(C)(C)C)cc3)cc(C(=O)O)c2)cc1 | -8% | 2%[57.1 µM] | 9% | 5% | 6% | -2 | -6% | -11% | -10%
O=C(O)c1ccc(OCCCCCCOC2CCCCO2)cc1 (configuration not stated) | 0% | 36% | 12% | 30%[activator] | 1% | 0 | -2% | -18% | 5%
O=C(Nc1cc(C(F)(F)F)ccc1N1CCCCC1)C1=COCCO1 | x | x | x | -4% | 7% | -3 | -6% | -22% | x
CCC1CCCCN1C(=O)COC(=O)CN(C)S(=O)(=O)c1ccc(NC(C)=O)cc1 (configuration not stated) | 2% | -10% | 17% | 3% | 12% | -1 | -4% | 1% | -11%
CCN(CC)CC#CC(OC)(c1ccccc1)c1ccccc1 | 3% | 27%[57.1 µM] | 13% | -10% | 10% | 5 | i | -15% | 11%[57.1 µM]
CCOC(=O)c1cc(C(C)=O)c(=O)n(C)c1N | -2% | 13%[57.1 µM] | -15% | -1% | 2% | -1 | -5% | -16% | 8%[57.1 µM]
CCCCOc1ccc(C(=O)NCC(=O)NCCCn2nc(C)cc2C)cc1 | 0% | 4% | 39% | 10% | -12% | 3 | 1% | -17% | -2%
Cc1nc(N2CCOCC2)c2c(C)c(C(=O)Nc3ccc(F)cc3F)sc2n1 | 0% | -11% | 22% | 1% | 3% | 5 | 4% | -6% | -11%
O=C1CC(NS(=O)(=O)c2cccs2)CN1c1ccccc1 (configuration not stated) | 0% | 8% | 9% | -3% | 0% | -7 | -10% | -2% | 4%
O=C(COc1ccccc1)Nc1nnc(S(=O)(=O)N2CCCCC2)s1 | 14% | 4% | 60%[activator] | 15% | 0% | -4 | -10% | -20% | 5%
CCOc1ccc(C2C(C(=O)c3ccco3)=C(O)C(=O)N2CCCn2ccnc2)cc1OC (configuration not stated) | 3% | u | 19% | -14% | 3% | 2 | -5% | -14% | -13%
O=C(Nc1cccnc1)c1ccc(COc2cc(Cl)ccc2Cl)o1 | 0% | 14%[11.4 µM] | 18% | 10% | 3% | -9 | -6% | -10% | 2%
COc1ccc(CC(=O)NCCN2CCOCC2)cc1 | 2% | 21% | 43%[activator] | -1% | -5% | 4 | x | -9% | 7%
COc1ccc(CCNC(=O)C(=O)NCC(c2ccc3c(c2)OCO3)N2CCOCC2)cc1OC (configuration not stated) | -4% | 39%[activator][57.1 µM] | 13%[57 µM] | -7% | -6% | -3 | 0% | u | 5%[57.1 µM]
O=C(CSc1nnc(CNC(=O)c2c(F)cccc2F)o1)NCc1ccc(F)cc1 | -1% | 4% | 23% | -15% | -19% | -2 | 0% | -14% | -6%
CC(OC(=O)c1cc[n+]([O-])cc1)C(=O)Nc1ccc(Cl)cn1 (configuration not stated) | 11% | -1% | 36% | -5% | 5% | -1 | -2% | -25% | -7%
C[C@@H]1O[C@@H](O[C@H]2[C@H](O)[C@@H](O)[C@H](Oc3c(-c4ccc(O)cc4)oc4cc(O)cc(O)c4c3=O)O[C@@H]2CO)[C@H](O)[C@H](O)[C@H]1O | -6% | 14% | 14% | 10% | 16% | -2 | -3% | -15% | -3%
O=C(NCC1CCCO1)C1CCN(CC2CCCCC2)CC1 (configuration not stated) | 6% | 0% | -18% | 9% | 6% | 15 | -9% | -21% | -5%
COc1cc(SC)ccc1C(=O)Nc1cccc(S(=O)(=O)NC2=NCCC2)c1 | -3% | 10% | 29% | -3% | 3% | -7 | -1% | -17% | 5%
CC(C)(C)NC(=O)C1CC(=O)OC12CCOC(C)(C)C2 (configuration not stated) | 1% | 18% | 44%[activator] | -8% | -6% | 1 | -8% | -23% | 0%

Screens as filed in PubChem.
